NCI-60 one-dose screen, 48 h, at 10 µM unless noted. Numbers give growth in % (100 = growth as untreated, 0 = no growth, -100 = all killed).
SK-OV-3 = SK-OV-3 ovarian cancer cells; 80,000 compounds, 3.2% hits
SW-620 = SW-620 colon cancer; 82,000 compounds, 5.2% hits; AID 1794795
OVCAR-4 = OVCAR-4 ovarian cancer cells; 80,000 compounds, 3.7% hits
HT29 = HT29 colon cancer | 81,000 compounds, 7.4% hits | AID 1794748
KM12 = KM12 colon cancer cells | 82,000 compounds, 5% hits | AID 1794800
HCT-15 = HCT-15 colon cancer. 82,000 compounds, 5.2% hits. AID 1794746
HCT-116 = HCT-116 colon cancer; 82,000 compounds, 7.3% hits
COLO 205 = COLO 205 colon cancer; 79,000 compounds, 7.3% hits
IGROV1 = IGROV1 ovarian cancer | 79,000 compounds, 4.7% hits | AID 1794786
* hit, by the source's call; . = no result given; & = joins results of further samples; [ ] = another dose, or the depositor's remark. How the source made its calls: active means growth percent below 10; inactive means the rest.

SMILES	SK-OV-3	SW-620	OVCAR-4	HT29	KM12	HCT-15	HCT-116	COLO 205	IGROV1
N=C(N)c1ccc(S(N)(=O)=O)cc1	115	105	102	105	106	104	94	122	110
CC(C)(C)OC(=O)N1CCc2c(sc3ncnc(N/N=C/c4ccc(Br)cc4)c23)C1	76	55	74	34	47	28	47	41	61
O=C(c1ccccc1)N(CCCl)C(=O)N(CCCl)C(=O)c1ccccc1	104	110	105	97	102	99	90	100	103
CC1(C)OC(C)(C)C(=N\O)/C1=N/N	108	112	107	104	.	91	100	121	132
COc1ccc(NC(=O)Nc2ccc(OCC(=O)c3ccccc3)cc2)cc1	105	107	94	103	90	96	95	114	94
Cc1nc(/N=C(N)/N=C(\N)c2cccc(Br)c2)sc1C	68	33	87	18	37	25	25	56	52
O=C(Oc1ccccc1C(=O)O)c1ccccc1O	100&110	111	125	105&102	106&104	108&101	108&101	106&122	108
CS(=O)(=O)Nc1ccc(C(=O)NC(C(=O)NO)c2ccc(-c3ccccc3)cc2)cc1 (stereo not given)	.	97	98	107	106	104	102	90	101
CCCCN(CCCC)Cc1cc(Nc2ccnc3cc(Cl)ccc23)ccc1O	85	50	58	16	76	74	27	76	38
N#CC(c1ccccc1)C1CCCCC1 (stereo not given)	109	114	110	106	100	106	105	115	.

Structural class: the entries above with a carbonyl joined to an NH by a bond outside any ring
SMILES	SK-OV-3	SW-620	OVCAR-4	HT29	KM12	HCT-15	HCT-116	COLO 205	IGROV1
COc1ccc(NC(=O)Nc2ccc(OCC(=O)c3ccccc3)cc2)cc1	105	107	94	103	90	96	95	114	94
CS(=O)(=O)Nc1ccc(C(=O)NC(C(=O)NO)c2ccc(-c3ccccc3)cc2)cc1 (stereo not given)	.	97	98	107	106	104	102	90	101

Following part.
SMILES	SK-OV-3	SW-620	OVCAR-4	HT29	KM12	HCT-15	HCT-116	COLO 205	IGROV1
CNC1=C([N+](=O)[O-])C(c2ccc(O)cc2)C(C#N)=C(c2ccc[nH]2)O1 (stereo not given)	101	107	100	106	115	104	104	109	97
c1ccc(-c2nc(N3CCN(C4CCCCC4)CC3)c3ccccc3n2)cc1	80	92	96	79	93	81	88	86	72
CCSc1nnc2c3cc(Br)ccc3n(C)c2n1	105	103	98	104	103	97	96	102	91
CC1(C)CC[C@]2(C(=O)O)CC[C@]3(C)C(=CC[C@@H]4[C@@]5(C)C/C(=C/c6ccco6)C(=O)C(C)(C)[C@@H]5CC[C@]43C)[C@@H]2C1	0.1*[100 µM]	-33*[100 µM]	.	-57*[100 µM]	-66*[100 µM]	-39*[100 µM]	-72*[100 µM]	-81*[100 µM]	-39*[100 µM]
CCCCCNC(=O)c1ccc(NC(=O)CCl)s1	118	93	97	94	95	75	67	107	93
COc1cc(OC)c(NC(=O)CC(C)=O)cc1Cl	108	112	113	106	108	101	97	127	94
CCCCCCCCCCCCCCCC[N+]1(C)CCOCC1	.	6.6*	21	1.4*	-94*	40	18	-92*	-43*
NN1C(=O)c2cnn(-c3ccccc3)c2N2CC(=O)CNN=C12	110	93	115	105	109	103	110	115	100
Nc1ccc(Oc2ccc(N)c([N+](=O)[O-])c2)cc1[N+](=O)[O-]	107	96	110	105	94	89	98	108	118
O=C1Nc2ccccc2C1C1c2ccccc2NC(=O)N1Cc1ccccc1 (stereo not given)	93	116	94	104	115	108	104	110	101
O=C1C=CC(=O)N1c1cc(Cl)ccc1Cl	105&94	81&61	100	100&92	114	99&105	105&86	47&26	119&101
CCCCCCCCCCCCOCCNCC(=O)Nc1ccc(S(=O)(=O)c2ccc(NC(=O)CNCCOCCCCCCCCCCCC)cc2)cc1	105	104	111	92	105	101	107	106	105
Clc1sc(Cl)c(Cl)c1Cl	106	100	99	98	107	102	105	114	102
Cc1ncc(C[n+]2csc(CCBr)c2C)c(N)n1	109	109	104	106	103	100	106	110	110
COC(=O)C1=Nc2ccc(F)cc2/C1=C\c1sc(=S)n(C(C(=O)O)C(C)CO)c1O (stereo not given)	87	107	74	92	88	90	94	111	68
Clc1ccc(OCC2CO2)c(Cl)c1 (stereo not given)	100	100	128	108	111	.	102	111	106
O=C(N/N=C/c1ccncc1)c1ccccc1Nc1cccc(C(F)(F)F)c1	86	96	66	99	78	74	69	107	87
COc1nc2c(c(=O)n1C)C1(C(=O)N(Cc3ccccc3)c3ccccc31)c1c(nc(OC)n(C)c1=O)N2	99	108	102	83	99	101	92	102	104
CC1=CC(C)(C)NC(=S)N1c1ccc(S(=O)(=O)O)c2cccc(S(=O)(=O)O)c12	115	95	117	133	95	105	107	102	96
N#Cc1ccc(NC(=O)Nc2ccc([N+](=O)[O-])cc2Cl)cc1	99	106	88	95	91	101	93	117	105
CCC(NC(c1cc2cccc3ccc4cccc1c4c32)c1nnnn1C(C)(C)C)C1CCCCC1 (stereo not given)	71	61	47	69	68	38	41	79	65
C=CCc1ccc(OCCN(CC)CC)c(OC)c1	101	95	91	98	107	99	105	105	102
OC(c1ccccc1)c1cccnc1 (stereo not given)	99	105	111	85	100	97	97	114	111
Cc1cc(=O)n(-c2nc(-c3ccco3)c(C#N)c(=O)[nH]2)[nH]1	103	113	108	92	104	106	100	115	106
CCCCc1nc(Cl)c(C2CC(c3ccc(C(F)(F)F)cc3)=NN2C(C)=O)[nH]1 (stereo not given)	91	96	94	86	93	84	92	103	88
O=C1NC(=NC2CCCCCC2)N/C1=C\c1ccc2ncoc2c1	24	11	62	56	30	13	23	9.2*	35
CSc1nccnn1	90	98	112	108	100	111	95	130	107
O=C(CCCl)Oc1ccc(Br)cc1	97	109	99	96	97	98	100	100	100
O=C(O)C1OC(O)C(O)C(O)C1O (stereo not given)	108	108	107	101	121	119	97	113	105
CCCCNC(=O)Oc1ccc(/C(=C(/C)Cc2ccc(OC)cc2)c2ccc(OCCN3CCCCC3)cc2)cc1	95	77	69	2.9*	74	32	42	35	85
O=c1[nH]c(=S)[nH]c(=O)n1-c1ccc2c(c1)OCO2	102	104	112	109	104	111	103	102	109
CCC(CC)NCCNc1cc(OC)cc2cccnc12	104	89	78	103	110	97	101	105	102
O=C(O)CC1c2ccccc2-c2ccccc21	98	88	104	108	96	110	103	103	105
c1cc(-c2nc3ccc4[nH]ncc4c3c3c2CCCC3)[nH]n1	9.7*	25	90	64	24	35	26	54	45
COc1cc(C(=O)/C=C/c2cccnc2Nc2ccccc2)cc(OC)c1OC	-3.5*	-84*	-92*	-70*	-88*	-34*	-95*	-88*	-38*
S=C(S)Nc1ccc(Cl)cc1	112	109	51	113	108	89	93	138	89
c1ccc2c(c1)CCCc1nnc3nncn3c1-2	109	103	94	101	102	114	100	119	86
Cc1nc2ccccc2c(=O)n1Cc1nncs1	103	103	116	109	88	96	91	107	105
N=C(N)c1ccc(-c2ccc(-c3ccccc3)s2)s1	-50*	-71*	-70*	-70*	.	-36*	-62*	-96*	-31*
CCCCCCn1c(=N)n(CC(O)COc2cccc(C)c2)c2ccccc21 (stereo not given)	37	-66*	-32*	-46*	-44*	-19*	-34*	-94*	-58*
O=C(CSc1nc2ccccc2[nH]1)c1cc2ccccc2o1	97	108	107	105	104	103	104	112	97
O=C(Cn1c(=O)sc2ccccc21)NNS(=O)(=O)c1ccccc1[N+](=O)[O-]	103	103	117	99	100	103	107	110	102
COc1cc2c(c(OC)c1OC)C(=O)CC(c1cccc(NC(=O)c3ccc(Br)cc3)c1)O2 (stereo not given)	75	25	54	46	32	30	23	56	46
O=C1c2ccccc2C(=O)N1c1cccc(-c2cc3ccccc3[nH]2)c1	100	99	114	104	98	105	99	118	109
Nc1nnc(-c2ccc([N+](=O)[O-])o2)s1	107	95	103	106	94	90	90	114	117
CC[C@H](C)[C@H](NC(=O)[C@@H](CCSC)NC(=O)[C@@H](CCC(N)=O)NC(=O)CNC(=O)[C@H](CCCCN)NC(=O)[C@H](CC(C)C)NC(=O)[C@@H](CCCNC(=N)N)NC(=O)[C@H](CC(C)C)NC(C)=O)C(=O)N[C@H](Cc1ccc(O)cc1)C(=O)N[C@@H](CC(C)C)C(=O)N[C@H](CCCNC(=N)N)C(=O)N[C@H](CCCNC(=N)N)C(=O)N[C@H](CCCNC(=N)N)C(=O)N[C@H](CCCNC(=N)N)C(=O)N[C@H](CCCNC(=N)N)C(=O)N[C@H](CCCNC(=N)N)C(=O)N[C@H](CCCNC(=N)N)C(=O)N[C@H](CCCNC(=N)N)C(=O)O	118	103	104	113	54	110	106	97	112
CCOc1nc(-c2ccccc2)cc2c(O)c(C(=O)N/N=C/c3ccc(F)cc3)[nH]c(=O)c12	102	111	91	94	89	101	106	102	94
COc1ccc(OC)c(-c2cn3nc(-c4c[nH]c5ccc(Br)cc45)sc3n2)c1	81	-3.3*	-21*	10	11	25	13	30	41
C=COC(=O)CCOCC(CC)CCCC (stereo not given)	113	105	96	104	100	104	101	111	105
S=c1[nH]nc(CSc2ncnc3c2c(-c2ccccc2)cn3-c2ccc(Cl)cc2)o1	78	95	95	107	99	117	94	99	92

(next part)
SMILES	SK-OV-3	SW-620	OVCAR-4	HT29	KM12	HCT-15	HCT-116	COLO 205	IGROV1
O=S(=O)(Nc1cccc2ccccc12)c1ccc(-c2cnc(C3CC3)o2)cc1	71	25	64	17	11	14	12	9.8*	23
O=c1cc(CSc2nnc(-c3ccccc3)n2-c2ccc(F)cc2)c2ccc3ccccc3c2o1	100	104	99	96	96	98	87	91	92
O=C(O)c1cn(C2CC2)c2cc(N3CCN(Cc4cc(O)ccc4O)CC3)c(F)cc2c1=O	94	102	103	92	98	88	91	104	87
C#CCOc1ccc(/C=N\Nc2nc(-c3ccc(C)cc3)cs2)cc1OC	88	95	77	88	86	86	88	95	92
COc1ccc(N(C)c2cc(C#N)nc3ccccc23)cc1N	24	19	55	-22*	9.3*	0.2*	6.2*	-77*	17
O=c1c([N+](=O)[O-])c[nH]c2cc(Cl)ccc12	119	102	106	109	104	99	100	119	108
N#Cc1c(-c2ccccc2Cl)c2ccc3ccccc3c2oc1=O	57	80	87	85	67	58	63	86	93
O=C(CC1CC(c2ccc(-c3noc(=O)[nH]3)cc2)=NO1)NO (stereo not given)	109	100	100	96	99	104	94	110	101

Part of the list above, with bars between the fields.
Structure | SK-OV-3 | SW-620 | OVCAR-4 | HT29 | KM12 | HCT-15 | HCT-116 | COLO 205 | IGROV1
COc1cc2c(c(OC)c1OC)C(=O)CC(c1cccc(NC(=O)c3ccc(Br)cc3)c1)O2 (stereo not given) | 75 | 25 | 54 | 46 | 32 | 30 | 23 | 56 | 46
O=C1c2ccccc2C(=O)N1c1cccc(-c2cc3ccccc3[nH]2)c1 | 100 | 99 | 114 | 104 | 98 | 105 | 99 | 118 | 109
Nc1nnc(-c2ccc([N+](=O)[O-])o2)s1 | 107 | 95 | 103 | 106 | 94 | 90 | 90 | 114 | 117
CC[C@H](C)[C@H](NC(=O)[C@@H](CCSC)NC(=O)[C@@H](CCC(N)=O)NC(=O)CNC(=O)[C@H](CCCCN)NC(=O)[C@H](CC(C)C)NC(=O)[C@@H](CCCNC(=N)N)NC(=O)[C@H](CC(C)C)NC(C)=O)C(=O)N[C@H](Cc1ccc(O)cc1)C(=O)N[C@@H](CC(C)C)C(=O)N[C@H](CCCNC(=N)N)C(=O)N[C@H](CCCNC(=N)N)C(=O)N[C@H](CCCNC(=N)N)C(=O)N[C@H](CCCNC(=N)N)C(=O)N[C@H](CCCNC(=N)N)C(=O)N[C@H](CCCNC(=N)N)C(=O)N[C@H](CCCNC(=N)N)C(=O)N[C@H](CCCNC(=N)N)C(=O)O | 118 | 103 | 104 | 113 | 54 | 110 | 106 | 97 | 112
CCOc1nc(-c2ccccc2)cc2c(O)c(C(=O)N/N=C/c3ccc(F)cc3)[nH]c(=O)c12 | 102 | 111 | 91 | 94 | 89 | 101 | 106 | 102 | 94
COc1ccc(OC)c(-c2cn3nc(-c4c[nH]c5ccc(Br)cc45)sc3n2)c1 | 81 | -3.3* | -21* | 10 | 11 | 25 | 13 | 30 | 41
C=COC(=O)CCOCC(CC)CCCC (stereo not given) | 113 | 105 | 96 | 104 | 100 | 104 | 101 | 111 | 105
S=c1[nH]nc(CSc2ncnc3c2c(-c2ccccc2)cn3-c2ccc(Cl)cc2)o1 | 78 | 95 | 95 | 107 | 99 | 117 | 94 | 99 | 92
O=S(=O)(Nc1cccc2ccccc12)c1ccc(-c2cnc(C3CC3)o2)cc1 | 71 | 25 | 64 | 17 | 11 | 14 | 12 | 9.8* | 23
O=c1cc(CSc2nnc(-c3ccccc3)n2-c2ccc(F)cc2)c2ccc3ccccc3c2o1 | 100 | 104 | 99 | 96 | 96 | 98 | 87 | 91 | 92
O=C(O)c1cn(C2CC2)c2cc(N3CCN(Cc4cc(O)ccc4O)CC3)c(F)cc2c1=O | 94 | 102 | 103 | 92 | 98 | 88 | 91 | 104 | 87
C#CCOc1ccc(/C=N\Nc2nc(-c3ccc(C)cc3)cs2)cc1OC | 88 | 95 | 77 | 88 | 86 | 86 | 88 | 95 | 92
COc1ccc(N(C)c2cc(C#N)nc3ccccc23)cc1N | 24 | 19 | 55 | -22* | 9.3* | 0.2* | 6.2* | -77* | 17
O=c1c([N+](=O)[O-])c[nH]c2cc(Cl)ccc12 | 119 | 102 | 106 | 109 | 104 | 99 | 100 | 119 | 108
N#Cc1c(-c2ccccc2Cl)c2ccc3ccccc3c2oc1=O | 57 | 80 | 87 | 85 | 67 | 58 | 63 | 86 | 93
O=C(CC1CC(c2ccc(-c3noc(=O)[nH]3)cc2)=NO1)NO (stereo not given) | 109 | 100 | 100 | 96 | 99 | 104 | 94 | 110 | 101

High-throughput results: PubChem, NCI
